Bioassay records (PubChem BioAssay)
Mdm2 ligase inh – MDM2-luciferase reporter signal enhancers, primary screen, MDM2 E3 ligase inhibitor project, cell-based, luminescence, 1536-well | 210,000 tested, 0.11% active | cell-based MDM2 ubiquitination luciferase reporter, 2 h; 0 = plate control, 100 = twice control, blank-subtracted | E3 ubiquitin-protein ligase Mdm2 (Homo sapiens), Q00987 | signal enhancement, % at 5 µM;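 active = signal enhancement of 30% or more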;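 note: luminescence tracks abundance of the self-degrading MDM2-luciferase fusion protein; higher signal means inhibition of MDM2 E3 ligase activity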
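Buffer or medium: Cells held in DMEM | Assay system: Stable mammalian line carrying autodegrading MDM2–luciferase fusion reporter | Quantity: 2000 cells/well | Times: 4 h settle plus 2 h compound, 37 °C | Doses: One concentration, 5 µM, with 0.2% DMSO | Technique: Luminescence with SteadyLite reagent, 15 min at room temperature | Benchmarks: Plate controls and plate blanks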
eIF4E 4G PPI – eIF4E–eIF4G protein interaction inhibitors, primary screen, biochemical, uHTS, TR-FRET, eIF4GI fragment. Eukaryotic translation initiation factor 4E (Mus musculus) + Eukaryotic translation …. TR-FRET eIF4E-eIF4GI(517-606) binding, 2 h. inhibition, % at 21.7 µM. 220,000 tested, 0.37% active. AID 782, 2007;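 active = inhibition above about 30%, limit read from the data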;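 note: 0% = full FRET control wells and 100% = background wells lacking eIF4GI fragment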
Rad51 HR inh – human RAD51 strand exchange inhibitors, primary screen, biochemical, fluorescence; DNA repair protein RAD51 homolog 1 (Homo sapiens), Q06609; hRad51 DNA strand exchange, fluorescence dequenching; inhibition, % at 10 µM; 200,000 tested, 0.085% active; AID 1385, 2008;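 active = inhibition above 40% at the single screening dose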;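 note: 0% = DMSO control wells and 100% = blanks with heterologous ssDNA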
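Material: human Rad51–ssDNA filaments; Probe or stimulus: labelled 47-mer dsDNA for strand exchange; Doses: single 10 µM dose; Incubation: 37 °C 15-min filament assembly, 30-min compound preincubation, 15-min exchange; Technique: FRET fluorescence dequenching, excitation 485 nm, emission 520 nm; Measure: Fluorescence-based percent inhibition, control- and blank-normalised; Benchmarks: plate control and blank wells.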
TNF death inh – inhibitors of TNF-alpha triggered necroptosis, primary screen, cell-based, Jurkat FADD-/-, single concentration; Jurkat FADD-/- TNF necroptosis rescue, ATP luminescence, 24 h; 0 = TNF only, 100 = no-TNF cells; activation (protection from cell death), % at 10 µM; 220,000 tested, 0.068% active;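 active = activation, meaning protection from cell death, of at least 50% relative to plate controls; inactive = activation below 50%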;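 note: necroptosis triggered by 40 ng/mL TNF-alpha added together with compound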
PERK inh – block of dimerizer-induced PERK translation repression, primary screen, PERK inhibitor project, CHO PERK-DD cells, SEAP luminescence, HTS. Eukaryotic translation initiation factor 2-alpha kinase 3 (Homo sapiens), Q9NZJ5. CHO PERK-DD fusion, SEAP luminescence translation reporter. inhibition, % at 5.6 µM. 220,000 tested, 0.17% active. AID 1416, 2008;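 active = inhibition above the mean inhibition of all tested compounds plus 3 SD, set separately per screening campaign, cut at about 2.9% in these data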;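 note: PERK kinase domain activated by AP20187 dimerizer at 100 nM; 0% = DMSO with dimerizer and 100% = rapamycin at 8.4 µM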
Target sequence (Q9NZJ5 whole entry, looked up, the tested form may be a part): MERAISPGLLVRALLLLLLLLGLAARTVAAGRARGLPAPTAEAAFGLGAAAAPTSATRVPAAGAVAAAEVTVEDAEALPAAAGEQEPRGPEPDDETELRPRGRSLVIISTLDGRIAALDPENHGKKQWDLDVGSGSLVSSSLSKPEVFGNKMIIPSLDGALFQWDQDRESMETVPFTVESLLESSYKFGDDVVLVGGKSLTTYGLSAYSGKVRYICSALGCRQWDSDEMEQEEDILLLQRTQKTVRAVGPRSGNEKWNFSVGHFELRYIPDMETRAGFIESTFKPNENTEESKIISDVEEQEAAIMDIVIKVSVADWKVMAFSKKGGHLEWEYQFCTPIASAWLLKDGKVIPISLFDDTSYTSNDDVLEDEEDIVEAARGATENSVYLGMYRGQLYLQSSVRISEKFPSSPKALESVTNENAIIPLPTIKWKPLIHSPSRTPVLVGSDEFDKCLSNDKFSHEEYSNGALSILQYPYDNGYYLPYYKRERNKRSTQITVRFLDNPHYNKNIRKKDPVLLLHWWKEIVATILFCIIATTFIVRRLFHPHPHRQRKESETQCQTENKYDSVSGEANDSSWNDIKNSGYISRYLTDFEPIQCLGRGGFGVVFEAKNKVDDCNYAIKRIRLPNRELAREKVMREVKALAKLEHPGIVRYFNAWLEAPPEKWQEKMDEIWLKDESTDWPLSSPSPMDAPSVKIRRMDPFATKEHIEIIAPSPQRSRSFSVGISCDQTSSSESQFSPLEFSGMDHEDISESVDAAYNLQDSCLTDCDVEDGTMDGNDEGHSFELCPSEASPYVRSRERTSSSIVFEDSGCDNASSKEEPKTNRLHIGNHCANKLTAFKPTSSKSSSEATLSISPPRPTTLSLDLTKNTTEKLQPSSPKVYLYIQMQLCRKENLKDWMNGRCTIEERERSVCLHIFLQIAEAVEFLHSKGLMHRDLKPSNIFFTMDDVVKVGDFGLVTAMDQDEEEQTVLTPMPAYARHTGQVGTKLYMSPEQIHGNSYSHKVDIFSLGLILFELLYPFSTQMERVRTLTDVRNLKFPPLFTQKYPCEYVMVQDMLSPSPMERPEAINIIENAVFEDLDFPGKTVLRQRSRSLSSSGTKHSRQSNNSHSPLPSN
Cl transport mod – KCC2 cotransporter modulators, thallium flux, primary screen, cell-based, HEK293 KCC2, FluoZin-2 fluorescence, MLSMR; Solute carrier family 12 member 5 (Homo sapiens), Q9H2X9; KCC2 cells, thallium flux FluoZin-2 fluorescence; B-score of Tl+ flux slope (higher = more flux/activation; lower = inhibition) at 10 µM; 190,000 tested, 2.2% active;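 active = thallium flux slope and its plate-corrected score both differing from the plate sample mean at a set confidence after two filtering rounds, in either direction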;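 note: slope of fluorescence scaled to starting intensity during 10 to 20 s after thallium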
zVAD death inh – inhibitors of zVAD-triggered necroptosis, primary screen, L929 cells | L929 zVAD necroptosis rescue, ATP luminescence, 24 h; with zVAD 60 µM | viability rescue, % at 10 µM | 220,000 tested, 0.38% active | AID 1377, 2008;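 active = activation, scaled between plate controls, above about 75%, limit read from the data; inactive = activation under that limit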;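 note: 0% = zVAD with DMSO and 100% = DMSO alone without zVAD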
m-calpain inh – inhibitors of pig calpain II, primary screen, biochemical, fluorogenic peptide substrate, 1536-well. purified calpain II, 30 min. inhibition, % at 16 µM. 220,000 tested, 0.37% active. AID 1236, 2008;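 active = inhibition above about 50%, limit read from the data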
EBV gp42 block – Epstein-Barr virus gp42 inhibitors, primary screen, biochemical, uHTS, fluorescence polarization. inhibition, % (tested at 21.74 µM). 220,000 tested, 0.42% active. Fluorescence polarization binding assay, mP read-out; in the data active = inhibition above about 50%
* = called active by the depositor; [ ] = remark or other dose.

Screening Cc1ccccc1NCc1ccc(O)c2ncccc12 returned Mdm2 ligase inh -5.9, eIF4E 4G PPI -0.5, Rad51 HR inh 2.0, TNF death inh -3.1, PERK inh 0.0, Cl transport mod 0.815, zVAD death inh 7.8, m-calpain inh -4.2 and EBV gp42 block -29.0.
Screening CCc1ccc(/C=C2\SC(=S)N(CCC(=O)N3CCN(C)CC3)C2=O)cc1 returned Mdm2 ligase inh -26.4, eIF4E 4G PPI 1.3, Rad51 HR inh 3.9, TNF death inh -8.6, PERK inh 0.8, Cl transport mod 1.02, zVAD death inh -2.5, m-calpain inh -0.8 and EBV gp42 block -61.1.
For CC(C)NC(=O)C1CCN(C2CCN(C(=O)C3=CCCC3)CC2)CC1 the results were Mdm2 ligase inh -12.1, eIF4E 4G PPI 0.1, Rad51 HR inh 7.0, TNF death inh -0.5, PERK inh 0.0, Cl transport mod -0.148, zVAD death inh -0.1, m-calpain inh 1.8 and EBV gp42 block -4.5.
COC(c1ccccc1)c1nnc(CCC(=O)N2CCCCCCC2)o1 (stereo unspecified) was read as Mdm2 ligase inh -0.5, eIF4E 4G PPI -0.8, Rad51 HR inh -2.1, TNF death inh 0.6, PERK inh 0.7, Cl transport mod 0.186, zVAD death inh 3.7, m-calpain inh -24.9 and EBV gp42 block -16.8.
Screening Cc1nn(-c2ccc([N+](=O)[O-])cc2)c2c1C(c1ccc(OC(F)F)cc1)N1C(=N2)C(=O)Nc2ccccc21 (stereo unspecified) returned Mdm2 ligase inh -23.0, eIF4E 4G PPI -1.7, Rad51 HR inh 31.4, TNF death inh -9.5, PERK inh 0.0, Cl transport mod -0.246, zVAD death inh 0.5, m-calpain inh -33.9 and EBV gp42 block -8.2.
For CC(=O)Nc1ccc(-c2csc(NCc3ccccc3)n2)cc1 the results were Mdm2 ligase inh -27.0, eIF4E 4G PPI -1.7, Rad51 HR inh 10.2, TNF death inh 11.3, PERK inh 0.7, Cl transport mod 0.215, zVAD death inh 30.0, m-calpain inh -44.3 and EBV gp42 block 1.2.
`Cc1ccc(NC(=O)Cc2nn(C)c(=O)c3ccccc23)cc1F` gave Mdm2 ligase inh 7.7, eIF4E 4G PPI 2.1, Rad51 HR inh 3.6, TNF death inh -8.7, PERK inh 0.5, zVAD death inh 1.3, m-calpain inh -7.0 and EBV gp42 block -5.0.
Screening Cc1ccc(S(=O)(=O)NCC(=O)NC2CCCCCC2)cc1 returned Mdm2 ligase inh -4.7, eIF4E 4G PPI 5.8[fluorescence artefact?], Rad51 HR inh -0.7, TNF death inh -0.9, PERK inh -0.1, Cl transport mod 0.00992, zVAD death inh 0.1, m-calpain inh -20.7 and EBV gp42 block -10.0.
For O=C(Nc1cccc(O)c1)c1ccc(Br)cc1 the results were Mdm2 ligase inh -12.5, eIF4E 4G PPI 2.9, Rad51 HR inh -11.8, TNF death inh -2.7, PERK inh 0.8, Cl transport mod 0.0504, zVAD death inh 0.1, m-calpain inh -0.1 and EBV gp42 block -11.9.
O=C(CSc1nc2[nH]ncc2c(=O)n1-c1ccccc1)N1CCCc2ccccc21 was read as Mdm2 ligase inh -72.8, eIF4E 4G PPI -7.1, Rad51 HR inh -2.3, TNF death inh 0.1, PERK inh -0.6, Cl transport mod -0.488, zVAD death inh -0.2, m-calpain inh 16.9 and EBV gp42 block 3.2.
O=C(O)CN1C(=O)COc2cc(S(=O)(=O)N3CCCC3)ccc21 was read as Mdm2 ligase inh -19.0, eIF4E 4G PPI 0.2, Rad51 HR inh 3.4, TNF death inh 0.8, PERK inh 0.7, Cl transport mod -0.191, zVAD death inh 0.8, m-calpain inh 24.5 and EBV gp42 block -24.4.
Screening Cc1ccc(NC(=O)Cn2cnc3c(=O)n(C)c(=O)n(C)c32)c(C)c1 returned Mdm2 ligase inh 17.8, eIF4E 4G PPI 4.0[fluorescence artefact?], Rad51 HR inh -2.7, TNF death inh -0.3, PERK inh -0.4, Cl transport mod -0.01, zVAD death inh -0.5, m-calpain inh 5.7 and EBV gp42 block -12.0.
`CCOC(=O)COc1ccc(S(=O)(=O)NCc2cccnc2)cc1` gave Mdm2 ligase inh -30.7, eIF4E 4G PPI -0.4, Rad51 HR inh -0.6, TNF death inh 0.6, PERK inh 0.1, Cl transport mod 0.799, zVAD death inh 0.3, m-calpain inh 3.5 and EBV gp42 block -21.0.
`Cc1ccc2cccc(S(=O)(=O)n3nc(C)cc3C)c2n1` gave Mdm2 ligase inh -25.2, eIF4E 4G PPI -8.3, Rad51 HR inh 3.8, TNF death inh -1.8, PERK inh -0.6, Cl transport mod -0.554, zVAD death inh 0.2, m-calpain inh 11.6 and EBV gp42 block -1.8.
Screening COc1ccc(Cl)cc1NC(=O)CSc1nnc(Cn2c(=O)sc3ccccc32)n1C returned Mdm2 ligase inh -9.6, eIF4E 4G PPI -0.4, Rad51 HR inh 3.3, TNF death inh 0.7, PERK inh 0.8, Cl transport mod -0.786, zVAD death inh 2.5, m-calpain inh -7.2 and EBV gp42 block -31.3.
`COc1ccc(CN=C2Nc3ccccc3CS2)cc1` gave Mdm2 ligase inh -8.7, eIF4E 4G PPI 1.6, Rad51 HR inh 2.6, TNF death inh 0.2, PERK inh 0.1, Cl transport mod -0.384, zVAD death inh -0.5, m-calpain inh -12.7 and EBV gp42 block 9.4.
`COc1ccccc1CN(C)C(C)C(=O)Nc1cccc(C(C)=O)c1` (stereo unspecified) gave Mdm2 ligase inh -19.5, eIF4E 4G PPI 0.2, Rad51 HR inh 15.9, TNF death inh -0.2, PERK inh -0.4, Cl transport mod -0.411, zVAD death inh 0.5, m-calpain inh 10.9 and EBV gp42 block -1.9.
For C#CCSc1n[nH]c(-c2ccco2)n1 the results were Mdm2 ligase inh 0.5, eIF4E 4G PPI 1.0, Rad51 HR inh -4.8, TNF death inh -2.7, PERK inh 0.7, Cl transport mod 1.15, zVAD death inh 0.7, m-calpain inh 9.2 and EBV gp42 block -14.0.
For CCOC(=O)C1=C(C)OC(N)=C(C#N)C1c1cc(OC)c2c(c1)OCO2 (stereo unspecified) the results were Mdm2 ligase inh -8.1, eIF4E 4G PPI 0.9, TNF death inh -2.1, PERK inh 0.0, Cl transport mod -1.63, zVAD death inh -0.2, m-calpain inh -116.1 and EBV gp42 block -4.5.
Cc1cc(=O)oc2cc(OC(C)C(=O)NCC3CCCO3)ccc12 (stereo unspecified) was read as eIF4E 4G PPI 2.3, Rad51 HR inh 7.6, TNF death inh -0.3, PERK inh -0.1, Cl transport mod 0.011, zVAD death inh -0.2, m-calpain inh -25.0 and EBV gp42 block 2.5.
`C/C(=C\C(=O)c1c(O)cc(C)oc1=O)N(C)C` gave Mdm2 ligase inh 29.1, eIF4E 4G PPI -0.6, Rad51 HR inh -0.6, TNF death inh -0.3, PERK inh 0.5, Cl transport mod 0.131, zVAD death inh 2.6, m-calpain inh -40.2 and EBV gp42 block -12.6.
Screening Cc1onc(-c2c(Cl)cccc2Cl)c1C(=O)NCc1ccccn1 returned Mdm2 ligase inh -10.4, eIF4E 4G PPI 11.0[fluorescence artefact?], Rad51 HR inh -3.2, TNF death inh 1.0, PERK inh 0.5, Cl transport mod -0.509, zVAD death inh 0.5, m-calpain inh 17.7 and EBV gp42 block 6.1.
Screening Cn1ncc2c(NNC(=O)c3ccccc3Cl)ncnc21 returned Mdm2 ligase inh -2.0, eIF4E 4G PPI 2.9, Rad51 HR inh -7.7, TNF death inh 1.1, PERK inh 0.8, Cl transport mod 0.205, zVAD death inh 2.3, m-calpain inh -3.1 and EBV gp42 block 6.6.
Screening Cc1cc(NS(=O)(=O)c2ccc(NC(=O)CCCOc3ccc(Cl)cc3)cc2)no1 returned Mdm2 ligase inh -12.9, eIF4E 4G PPI -10.9, Rad51 HR inh -7.2, TNF death inh 0.2, PERK inh -0.1, Cl transport mod 0.0463, zVAD death inh 0.1, m-calpain inh -0.7 and EBV gp42 block -2.7.
Screening CC1CCN(CC(=O)c2c[nH]c3ccccc23)CC1 returned Mdm2 ligase inh -4.8, eIF4E 4G PPI -20.8, Rad51 HR inh 2.0, TNF death inh -1.0, PERK inh 0.0, Cl transport mod 0.232, zVAD death inh 0.5, m-calpain inh -3.3 and EBV gp42 block -52.6.
`Cc1ccc(NC(=O)COC(=O)Cc2csc(-c3cccc(F)c3)n2)cc1C` gave Mdm2 ligase inh -4.6, eIF4E 4G PPI 13.8, Rad51 HR inh -5.0, TNF death inh 1.9, PERK inh 0.3, Cl transport mod -0.0877, zVAD death inh 0.2, m-calpain inh 21.3 and EBV gp42 block 2.6.
CNC(=O)CSc1nnnn1CCCOC was read as Mdm2 ligase inh -6.2, eIF4E 4G PPI -4.4, Rad51 HR inh -8.2, TNF death inh -0.3, PERK inh 0.7, zVAD death inh 1.0, m-calpain inh 3.7 and EBV gp42 block -17.1.
Screening O=C(c1ccco1)N1CCN(C(c2ccccn2)c2nnnn2C2CCCC2)CC1 (stereo unspecified) returned Mdm2 ligase inh -4.7, eIF4E 4G PPI -0.4[fluorescence artefact?], Rad51 HR inh -0.5, TNF death inh -1.4, PERK inh -0.3, Cl transport mod -0.16, zVAD death inh -0.5, m-calpain inh 0.7 and EBV gp42 block -28.8.
Screening CCOc1ccccc1NC(=O)c1cccnc1 returned Rad51 HR inh -12.7, TNF death inh 0.1, PERK inh 0.2, Cl transport mod 1.08 and zVAD death inh -0.1.
O=C(NC1CCCCC1)N1CCC(c2nc3ccc(Cl)cc3[nH]2)CC1 was read as Mdm2 ligase inh -15.8, eIF4E 4G PPI -4.6, Rad51 HR inh 5.9, TNF death inh -1.8, PERK inh -0.5, Cl transport mod -1.52, zVAD death inh -0.3, m-calpain inh 21.2 and EBV gp42 block 14.7.

Quoted at random: two compounds from above.
Screening Cn1ncc2c(NNC(=O)c3ccccc3Cl)ncnc21 returned Mdm2 ligase inh -2.0, eIF4E 4G PPI 2.9, Rad51 HR inh -7.7, TNF death inh 1.1, PERK inh 0.8, Cl transport mod 0.205, zVAD death inh 2.3, m-calpain inh -3.1 and EBV gp42 block 6.6.
`COc1ccccc1CN(C)C(C)C(=O)Nc1cccc(C(C)=O)c1` (stereo unspecified) gave Mdm2 ligase inh -19.5, eIF4E 4G PPI 0.2, Rad51 HR inh 15.9, TNF death inh -0.2, PERK inh -0.4, Cl transport mod -0.411, zVAD death inh 0.5, m-calpain inh 10.9 and EBV gp42 block -1.9.

Rows are unselected. Share with any hit: about 3.6%.
